SENP6 inh = SENP6 protease inhibitors, primary screen, biochemical, luminescence, uHTS; Sentrin-specific protease 6 (Homo sapiens), Q9GZR1; Recombinant SENP6 catalytic domain, aminoluciferin luminescence; inhibition, % at 10 µM; actives 1.8% (n = 330,000); AID 2599, 2010;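 active = inhibition above about 50% at the single tested dose, limit read from the data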;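 note: plate controls were DMSO wells with enzyme for no effect and DMSO wells lacking enzyme for full effect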
SENP7 inh = SENP7 protease inhibitors, primary screen, biochemical, luminescence, uHTS | recombinant SENP7, Z-RLRGG-aminoluciferin luminescence, 40 min | AID 434973, 2010 | inhibition, % at 5 µM | actives 1.5% (n = 330,000);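 active = inhibition above about 50% at the single test dose, limit read from the data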;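 note: plate controls were DMSO with enzyme for no effect and no enzyme buffer wells for full effect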
Target sequence (Q9BQF6 706-1050 limits assumed): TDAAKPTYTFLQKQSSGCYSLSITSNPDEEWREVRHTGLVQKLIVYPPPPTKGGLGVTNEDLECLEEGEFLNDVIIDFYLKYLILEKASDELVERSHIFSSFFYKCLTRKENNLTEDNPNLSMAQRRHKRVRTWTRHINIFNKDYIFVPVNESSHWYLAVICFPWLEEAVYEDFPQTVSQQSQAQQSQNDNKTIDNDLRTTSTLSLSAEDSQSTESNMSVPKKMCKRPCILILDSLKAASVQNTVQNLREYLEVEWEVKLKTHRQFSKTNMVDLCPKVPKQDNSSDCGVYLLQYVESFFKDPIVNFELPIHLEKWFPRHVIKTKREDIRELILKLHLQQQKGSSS
UBC13 polyUb = UBC13 polyubiquitin chain formation inhibitors, primary screen, biochemical, TR-FRET, uHTS; Ubiquitin-conjugating enzyme E2 N (Homo sapiens), P61088; inhibition, % at 20 µM; actives 0.47% (n = 330,000); in the data active = inhibition above about 45%, passing the limit was not always enough
Target sequence (P61088 whole entry, looked up): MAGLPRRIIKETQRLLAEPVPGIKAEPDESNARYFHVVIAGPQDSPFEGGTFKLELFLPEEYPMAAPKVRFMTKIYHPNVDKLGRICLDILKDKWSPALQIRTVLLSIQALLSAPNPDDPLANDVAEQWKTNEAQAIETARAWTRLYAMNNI
PfG6PD inh = PfG6PD enzyme inhibitors, primary screen, biochemical, fluorescence intensity, uHTS | glucose-6-phosphate dehydrogenase-6-phosphogluconolactonase (Plasmodium falciparum 3D7) | PfGluPho enzyme, NADPH resazurin-diaphorase fluorescence | inhibition, % at 20 µM | actives 0.78% (n = 350,000) | AID 504690, 2011;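 active = inhibition reaching at least a set limit at 20 µM in the primary screen, cut at about 59% in these data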;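 note: 0% = DMSO wells with substrate and 100% = DMSO wells lacking glucose-6-phosphate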
SENP8 block-1 = human SENP8 protease inhibitors, primary screen, biochemical, fluorescence, Nedd8 protein substrate, uHTS; Sentrin-specific protease 8 (Homo sapiens), Q96LD8; recombinant SENP8; actives 0.64% (n = 360,000); AID 602440, 2012; inhibition, % at 20 µM; in the data active = inhibition mostly above about 40%, no sharp cut-off; inactive = mostly below about 27%
Target sequence (Q96LD8 whole entry, looked up): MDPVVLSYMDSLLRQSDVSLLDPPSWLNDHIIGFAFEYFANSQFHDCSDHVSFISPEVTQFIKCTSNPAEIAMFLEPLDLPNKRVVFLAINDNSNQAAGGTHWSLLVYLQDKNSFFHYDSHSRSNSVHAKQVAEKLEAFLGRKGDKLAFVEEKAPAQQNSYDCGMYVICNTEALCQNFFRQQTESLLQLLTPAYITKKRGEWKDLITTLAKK
MIN6 prolif = inducers of MIN6 beta-cell proliferation, primary screen, ATP luminescence, uHTS | MIN6 cells proliferation, ATPlite luminescence, 48 h; cells starved in 0.2% serum; 100% = growth in 10% serum | proliferation, % at 10 µM | actives 0.29% (n = 330,000) | AID 2380, 2010;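 active = compounds whose signal lies at least 3.5 SD above the mean of all wells on their plate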;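 note: 0% = DMSO-treated cells in low-serum medium and 100% = 10% serum control; some compounds called inactive have numbers as strong as hits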
HKDC1 inhibitor = HKDC1 hexokinase inhibitors, primary screen, biochemical, fluorescence, uHTS; inhibition, % at 20 µM; actives 0.16% (n = 340,000); Q2TB90; recombinant HKDC1, G6PDH/diaphorase resazurin coupled fluorescence;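 active = inhibition above about 35% when tested at 20 µM, limit read from the data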;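 note: plate controls were DMSO wells with enzyme for no effect and DMSO wells lacking enzyme for full effect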
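Material: recombinant HKDC1 hexokinase; Amount: HKDC1 at 5 µg/mL; Medium: Tris pH 8.0 buffer with MgCl2, Tween-20, BSA, BME; Schedule: 90 min reaction incubation at room temperature, dark; Technique: coupled resazurin fluorescence, excitation 525 nm, emission 613 nm.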
SENP8 block-2 = SENP8 protease inhibitors, primary screen, biochemical, luminescence. Sentrin-specific protease 8 (Homo sapiens), Q96LD8. purified SENP8, Z-RLRGG-aminoluciferin cleavage. inhibition, % at 10 µM. actives 1.2% (n = 330,000). AID 2540, 2010; in the data active = inhibition above about 50%
SENP1 inh = human SENP1 catalytic domain inhibitors, primary screen, biochemical, FRET, uHTS; Sentrin-specific protease 1 (Homo sapiens), Q9P0U3; recombinant SENP1 catalytic domain, CyPet-SUMO1-YPet FRET cleavage; inhibition, % at 10 µM; actives 0.21% (n = 360,000);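 active = inhibition at least 30% at 10 µM, raw YFP signal under a set limit, fluorescence ratio 0.5 to 1.5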;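 note: 0% = enzyme with DMSO and 100% = no enzyme wells; some results filed as inactive read as strong as hits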
Target sequence (Q9P0U3 419-644 limits assumed): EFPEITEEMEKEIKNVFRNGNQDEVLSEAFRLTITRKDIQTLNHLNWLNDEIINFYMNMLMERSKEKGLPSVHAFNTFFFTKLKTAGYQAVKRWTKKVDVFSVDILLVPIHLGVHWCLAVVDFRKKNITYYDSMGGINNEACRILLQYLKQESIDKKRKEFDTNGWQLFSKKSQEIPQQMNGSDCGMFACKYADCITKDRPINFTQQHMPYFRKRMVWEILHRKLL
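Assay system – human recombinant His6-tagged SENP1 catalytic domain enzyme · Input – SENP1 enzyme, 20 pM final · Buffer or medium – Tris pH 8 buffer plus EDTA, NaCl, BME, BSA, NP40, catalase · Schedule – 50 min reaction at room temperature · Technique – FRET read of cyan and yellow fluorescence · Control set – no-enzyme wells low, DMSO-plus-enzyme wells high control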
* hit, by the source's call; i = inactive; · = no result given.

SMILES	SENP6 inh	SENP7 inh	UBC13 polyUb	PfG6PD inh	SENP8 block-1	MIN6 prolif	HKDC1 inhibitor	SENP8 block-2	SENP1 inh
O=C(NC(=S)Nc1ccc(Cl)cn1)c1cccs1	9	8	-1	4	18	-6	4	-12	-3
C=C(CC1([C@@H](NP(=O)(c2ccccc2)c2ccccc2)[C@H]2C[C@@H]2CCCC)CC1)c1ccccc1	-9	7	-10	21	12	-7	8	-10	0
Clc1ccc(CSc2nnc(-c3cccnc3)n2Cc2ccco2)c(Cl)c1	-10	0	-2	16	-11	-2	3	6	-15
CC(Oc1ccc2ccc(=O)oc2c1)C(=O)c1ccccc1 (stereo not drawn)	-10	4	10	-57	-14	-1	-7	3	0
Cc1cc(C)nc(Sc2ccc(C=O)cc2[N+](=O)[O-])n1	8	-4	-26	1	17	-3	2	-10	3
Cc1ccc([N+](=O)[O-])c(OCCCN2C(=O)NC(C)(C)C2=O)c1	-2	-5	7	-5	10	-2	0	-5	2
O=C(c1cccc(Cl)c1)N1CCN(c2ncnc3c2cnn3-c2ccccc2)CC1	10	-1	3	0	-8	-2	-6	-8	0
CCOC(=O)C1(Cc2cccc(OC)c2)CCCN(C(=O)CNC(C)=O)C1 (stereo not drawn)	13	5	-12	3	8	-5	0	6	0
Cc1onc(-c2ccccc2Cl)c1C(=O)c1ccccc1	-38	-3	3	6	3	0	-3	0	2
O=C1c2ccccc2NC(c2ccc(O)cc2)N1c1ccccc1 (stereo not drawn)	-8	0	12	0	-304	-2	-2	-6	-95
COc1cccc(/C=C/C(=O)NNC(=O)c2ccccc2)c1OC	-5	1	-4	-13	-57	-5	-4	-2	0
Cc1ccc2c(c1)NC(=O)c1cccnc1N2	52*	34	9	4	6	-1	-7	22	2
O=C(N/N=C/c1ccc(Br)s1)c1ccncc1	-14	-2	-25	-12	-10	2	-3	-6	-1
Cc1ccc(C(=O)O/N=C/c2c(N3CCOCC3)n(C)c3ccccc23)cc1	16	9	18	16	-2	-4	25	13	0
CC(C)c1cc(=O)[nH]c(N2CCN(Cc3ccc4c(c3)OCO4)CC2)n1	-13	7	-10	-7	5	8.7*	-7	-7	2
Cn1c(Cn2c(=O)sc3ccccc32)nnc1SCC(=O)N1CCCCCC1	-17	-4	5	0	3	-4	-8	-4	-1
COC(=O)c1cc(NC(=O)c2cccc(Cl)c2)c(=O)oc1/C=C/Nc1cc(C)cc(C)c1	-15	-9	-118	·	·	3	·	-11	·
C/C(N)=C(/C#N)C(=O)COC(=O)C1CCN(S(=O)(=O)c2cccs2)CC1	4	1	14	-3	8	-1	-3	3	-3
COc1ccc(C2=CC(=O)CC(c3ccccc3)C2)cc1 (stereo not drawn)	15	6	2	5	-259	-3	3	0	-1
Cc1ccc(-c2nnn(CC(=O)N(Cc3ccccc3)C(C(=O)NC(C)(C)C)c3ccncc3)n2)o1 (stereo not drawn)	-16	-9	6	0	5	-2	-8	-2	0
Cc1csc(NC(=O)c2ccc(OCC3CCCO3)cc2)n1 (stereo not drawn)	-5	43	5	21	-4	-4	2	41	0
O=C(CCNS(=O)(=O)c1ccc(Br)cc1)NCc1ccc(Cl)cc1	-6	6	6	11	7	1	-4	-8	1
Cc1[nH]n(-c2ccccc2)c(=O)c1/C=N/n1c(C)nc2ccccc2c1=O	-1	-1	-3	-12	3	-1	-1	-3	-2
CC(C)C(NC(=O)c1ccccc1)C(=O)NC1=NCCS1 (stereo not drawn)	3	0	4	-5	7	-2	5	0	0
COc1ccc(CC(=O)NCC2CCCCC2)cc1OC	-15	-10	-7	-11	4	-6	-4	-13	2

Record cards, from the list above.
Cc1ccc([N+](=O)[O-])c(OCCCN2C(=O)NC(C)(C)C2=O)c1 is entered as SENP6 inh: -2; SENP7 inh: -5; UBC13 polyUb: 7; PfG6PD inh: -5; SENP8 block-1: 10; MIN6 prolif: -2; HKDC1 inhibitor: 0; SENP8 block-2: -5; SENP1 inh: 2
CC(Oc1ccc2ccc(=O)oc2c1)C(=O)c1ccccc1 (stereo not drawn) is entered as SENP6 inh: -10; SENP7 inh: 4; UBC13 polyUb: 10; PfG6PD inh: -57; SENP8 block-1: -14; MIN6 prolif: -1; HKDC1 inhibitor: -7; SENP8 block-2: 3; SENP1 inh: 0
COc1cccc(/C=C/C(=O)NNC(=O)c2ccccc2)c1OC is entered as SENP6 inh: -5; SENP7 inh: 1; UBC13 polyUb: -4; PfG6PD inh: -13; SENP8 block-1: -57; MIN6 prolif: -5; HKDC1 inhibitor: -4; SENP8 block-2: -2; SENP1 inh: 0

(more compounds)
SMILES	SENP6 inh	SENP7 inh	UBC13 polyUb	PfG6PD inh	SENP8 block-1	MIN6 prolif	HKDC1 inhibitor	SENP8 block-2	SENP1 inh
CCOC(=O)CCc1c(C)c2ccc(OC3CCCCC3=O)c(C)c2oc1=O (stereo not drawn)	5	-8	2	-7	-261	-5	-7	-7	0
Cc1ccc(CNS(=O)(=O)c2cc3c4c(c2)CCN4C(=O)CC3)cc1	-6	-3	0	-2	8	-1	-1	-2	1
Cc1cc(C)cc(NC2=C(N)C(=O)c3ccccc3C2=O)c1	70*	11	-54	6	48*	-4	9	29	-4
CC(C)NC(=O)/C(C#N)=C\c1ccc(N(C)C)c(Br)c1	0	-3	-10	-1	-21	-3	-9	-4	-13
CN(C(=O)COC(=O)C(Cc1ccccc1)NC(=O)c1ccccc1)c1ccccc1 (stereo not drawn)	-1	0	5	-15	17	0	-1	-1	5
Cc1cc(=O)[nH]c(SCC(=O)Nc2ccc(Br)cc2)n1	-7	-3	11	-8	10	-2	3	1	-2
CCOc1ccc(N(CC(=O)NC2CCCC2)C(=O)CSc2nnc(COc3ccccc3)o2)cc1	-4	-16	-11	13	7	-4	-10	-11	1
CCOC(=O)c1sc(NC(=O)CCN2CCC(C)CC2)c(C(=O)OCC)c1C	-17	5	10	8	7	-6	-3	-8	2
Cc1ccc(CNC(=O)COC(=O)CCOc2ccc(C)cc2)cc1	2	3	7	-8	0	3	-2	12	0
CC(C)CNC(=S)Nc1ccc(S(N)(=O)=O)cc1	10	4	7	-1	10	0	-8	-1	-2
CCOC(=O)C1=C(C)N(C)C(=O)NC1c1cccc(O)c1 (stereo not drawn)	-4	7	-4	-1	26	1	-4	5	-2
COc1cccc(CN2CCN(Cc3ccc(OC)c(OC)c3)CC2CCO)c1 (stereo not drawn)	-4	-1	4	10	-2	6	-4	3	0
CN(c1ccccc1)S(=O)(=O)c1ccc(Cl)c(C(=O)Nc2nc3ccccc3[nH]2)c1	-5	4	-3	-20	-69	-4	1	-2	-13
Cc1ccc[n+](CC(=O)Nc2cc(C(F)(F)F)ccc2N2CCOCC2)c1	20	0	3	1	-16	-1	-5	8	-5
CN(C)CCNC(=O)c1cccc2nc3cccc(F)c3nc12	·	·	·	-2	-33	·	-1	·	-21
COc1cc(C)c(C(C)C)cc1S(=O)(=O)n1cnc(C)c1	-7	-12	6	9	6	-2	-2	-8	0
COc1ccccc1NC(=O)N1CCC(C(=O)c2ccc(Cl)cc2)CC1	29	4	-3	-1	4	5	-3	5	1
Cc1cc(=O)oc2c(CN3CC(C)OC(C)C3)c(O)c(Cl)cc12 (stereo not drawn)	-5	-3	12	17	-394	-3	-8	4	-147
CCOC(=O)C1CCN(c2ncnc3c2oc2ccc(Br)cc23)CC1	-10	-1	2	5	-71	-5	6	-11	-12
CCn1c2c(c3cc(C(=O)O)ccc31)CCCC2=O	-13	10	2	-1	-451	-2	2	4	-1
Cn1c(CSCC(=O)Nc2ccccc2)nnc1SCc1ccccc1	-14	6	1	-4	12	-3	3	2	1
COCCNc1nc2c(c(=O)n(C)c(=O)n2C)n1Cc1cccc(C)c1	-2	3	7	10	12	-4	-5	-1	1
CCOC(=O)c1c(C)nc2sc3c(c2c1-c1ccc(OC)cc1)NC(c1ccc(OC)cc1)NC3=O (stereo not drawn)	7	-2	30	-32	-238	-5	-3	4	16
CN(C(=O)c1cccnc1)c1nc(-c2ccccc2)cs1	-5	-3	-7	-8	36	-3	-10	-3	0
O=C(/C=C/c1ccccc1O)c1ccccc1	·	·	·	12	-1	·	8	·	2

(listing goes on)
SMILES	SENP6 inh	SENP7 inh	UBC13 polyUb	PfG6PD inh	SENP8 block-1	MIN6 prolif	HKDC1 inhibitor	SENP8 block-2	SENP1 inh
O=C(NCCS(=O)(=O)c1ccc(Br)cc1)c1c(F)cccc1F	-6	11	-1	-6	16	-2	-4	-4	-1
CCN(CC)c1ccc(NC(=O)COc2ccccc2C#N)cc1S(=O)(=O)Nc1ccc(OC)cc1	-10	-5	-14	3	6	-4	-3	-6	-3
CCN(CC)CCNC(C(=O)Nc1cccc(C(C)=O)c1)c1ccccc1 (stereo not drawn)	6	-1	11	-13	26	1	-6	6	2
C[C@H](NC(=O)Cn1cncn1)c1ccccc1	-8	-4	-6	-5	6	2	-8	-17	1
Cc1ccc(CSc2nnc(Cn3c(=O)sc4ccccc43)n2C)cc1	-3	-6	2	10	5	2	-6	5	3
COc1ccc(C2NC(=O)Cc3cc(OC)c(OC)cc32)cc1OC (stereo not drawn)	-8	8	-3	-19	-2	-1	-2	-4	-4
CN(c1ccccc1)S(=O)(=O)c1cccc(NC(=O)CC(C)(C)C)c1	1	0	9	-3	8	0	7	6	-2
CCC(=Nc1ccccc1)C1=C(O)CCCC1=O	-6	4	7	-2	19	3	3	6	0
CS(=O)(=O)Nc1ccccc1C(=O)Nc1cc(Cl)cc(Cl)c1	-11	-5	35	-32	-374	-5	-7	-8	-1
CCN(CC)c1ccc(NC(=O)C2CC3CCC2C3)cc1 (stereo not drawn)	-4	8	-1	5	14	2	-4	-5	3
COc1ccc2c(c1)C(=O)C(=O)N2	3	-1	-42	0	3	0	-4	-2	1
Cc1cc(C)c(C)c(S(=O)(=O)N2CCC(C(=O)OCC(=O)N3c4ccccc4NC(=O)C3(C)C)CC2)c1C	6	5	-3	-6	6	-3	4	8	0
COc1ccc(-c2c(C#Cc3ccc(N(C)C)cc3)c3ccccc3n2C)cc1	-16	-15	-14	2	i	-6	-1	-11	-11
CC(=O)c1ccccc1NC(=O)COC(=O)c1cc2ccccc2[nH]1	-7	7	14	0	-19	3	-3	-4	3
CC(=O)c1sc2nc(SCC(=O)N3CCCCC3)[nH]c(=O)c2c1C	-24	-9	-36	12	-440	-1	10	-15	-13
Nc1c(C(=O)c2ccc(Cl)cc2)sc2nc3c(cc12)CCC3	15	-2	2	-9	-7	-2	-10	-2	-30
CC(OC(=O)CCN1C(=O)C2CC=CCC2C1=O)C(=O)Nc1ccc(F)cc1 (stereo not drawn)	·	·	·	-5	-2	·	-6	·	1
O=C(O)CCCCCNS(=O)(=O)c1ccc2c(c1)OCCO2	-15	0	8	6	8	-2	-11	-4	1
Cc1nonc1CN(C)C(=O)CC1C(=O)NCCN1Cc1ccc(F)c(F)c1 (stereo not drawn)	6	-2	1	5	-7	-2	-15	3	0
